HIF act = HIF pathway transcriptional activation. U2OS HRE-luciferase reporter, luminescence; normalized: DMSO 0%, desferrioxamine 100%. activation, % at 7.5 µM (by protocol). 0.32% of 300,000 active. AID 1910;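 active means mean activation of at least 10% of the iron chelator positive control signal, with at least half of replicates also reaching 10%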
aSyn 5UTR inh = 5' untranslated region of α-synuclein, MLPCN primary screen | alpha-synuclein 5'UTR reporter, inhibitor activity | inhibition, % (tested at 7.5 µM) | 0.82% of 300,000 active; in the data active means inhibition above about 60%;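 further: H4 neuroglioblastoma cells stably carrying SNCA 5'UTR luciferase fusion; 0% = DMSO wells and 100% = positive control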
AI-2 QS mod = modulators of Vibrio harveyi AI-2 quorum sensing system; Vibrio harveyi JMH597 AI-2 luminescence/OD600 ratio, 9 h; active compounds read low; strain lacks LuxN and CqsS sensors; 0 = neutral-control median; activity change, % at 7.5 µM; 0.4% of 300,000 active; in the data active means activity change below about -75%, passing the limit was not always enough;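 further: luminescence divided by OD600 gain over 9 h not by final OD600 alone; inactives centre near 13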
HSF1 inhib = HSF1 inhibition | activity change, negative = inhibition, % at 7.5 µM (by protocol) | NIH3T3-HGL HSE-luciferase, MG132-induced, luminescence 8 h; active compounds read low | 0.77% of 300,000 active | AID 2098;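 active means more than half of replicate wells show activity change below -50%, luminescence cut by over half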;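 further: luciferase reports HSF-1 transcriptional activity via heat shock element; 0% = median of DMSO wells and -100% = zero luminescence signal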
IEC-6 tox = kills IEC-6 intestinal cells in KLF5 counter-screen | 0.78% of 290,000 active | IEC-6 cytotoxicity, luminescence viability | inhibition, % at 5 µM; in the data active means inhibition above about 22%;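 further: 0% = plate median of test compound wells and 100% = cytotoxic reference compound wells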
GSK3 alpha inh = human GSK-3 alpha kinase inhibition. AID 2650. 0.1% of 320,000 active. inhibition, % at 10 µM. P49840. ADP-Glo luminescence, 60 min;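 in the data active means inhibition above about 50%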;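 further: GST-tagged GSK-3 alpha with peptide substrate and 25 µM ATP; 0% = DMSO neutral wells and 100% = GW8510 positive control wells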
Target sequence (P49840 whole entry, looked up): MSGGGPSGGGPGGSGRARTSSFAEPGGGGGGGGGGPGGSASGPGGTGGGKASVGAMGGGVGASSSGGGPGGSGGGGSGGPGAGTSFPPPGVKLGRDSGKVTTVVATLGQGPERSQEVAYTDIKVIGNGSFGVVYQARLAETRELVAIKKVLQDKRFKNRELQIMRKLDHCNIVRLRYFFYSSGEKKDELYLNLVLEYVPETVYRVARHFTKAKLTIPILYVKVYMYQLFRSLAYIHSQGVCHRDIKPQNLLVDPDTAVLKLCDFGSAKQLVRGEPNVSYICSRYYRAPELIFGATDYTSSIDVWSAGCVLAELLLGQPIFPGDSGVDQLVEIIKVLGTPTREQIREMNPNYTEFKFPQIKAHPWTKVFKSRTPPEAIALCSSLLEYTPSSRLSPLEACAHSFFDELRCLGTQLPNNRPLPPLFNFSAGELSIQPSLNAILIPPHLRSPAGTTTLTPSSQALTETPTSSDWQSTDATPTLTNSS
KLF5 inh = kruppel-like factor 5 inhibition | 0.23% of 290,000 active | DLD-1 KLF5 promoter-luciferase reporter, luminescence | inhibition, % at 5 µM | AID 1700;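 active means inhibition above a per-plate limit of that plate's mean compound inhibition plus 3 SD, cut at about 60% in these data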;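 further: 0% = DMSO wells and 100% = LY294002 at 200 µM; higher means less KLF5 promoter-driven luciferase light; inactives centre near -14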
GSK3beta inhib = human GSK3beta kinase inhibition | 0.038% of 300,000 active | activity score (negative = inhibition), % at 10 µM | P49841 | GST-GSK3beta kinase, ADP-Glo luminescence, 60 min; active compounds read low;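 active means more than half of replicate wells score below -50%, meaning over 50% inhibition versus plate controls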;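 further: 0% = median DMSO wells and -100% = median GW8510 positive control wells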
Target sequence (P49841 whole entry, looked up): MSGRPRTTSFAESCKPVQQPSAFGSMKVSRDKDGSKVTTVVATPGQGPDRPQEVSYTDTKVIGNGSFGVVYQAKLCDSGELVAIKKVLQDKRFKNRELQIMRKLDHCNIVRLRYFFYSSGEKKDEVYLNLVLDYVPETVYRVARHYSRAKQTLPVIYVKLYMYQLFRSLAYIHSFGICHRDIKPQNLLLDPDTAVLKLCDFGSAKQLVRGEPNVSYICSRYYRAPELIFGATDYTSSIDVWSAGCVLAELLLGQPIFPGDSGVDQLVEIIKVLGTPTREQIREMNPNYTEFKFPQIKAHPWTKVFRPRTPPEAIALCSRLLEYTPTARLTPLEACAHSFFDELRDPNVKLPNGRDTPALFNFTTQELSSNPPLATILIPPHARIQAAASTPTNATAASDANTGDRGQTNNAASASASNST
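Assay system: GST-fused GSK3beta enzyme, cell-free / Medium: Tris pH 7.5 buffer with MgCl2, DTT, BSA, heparin / Also added: peptide substrate plus 25 µM ATP (final) / Compound: 10 µM single point / Timing: kinase reaction with compound 60 min at room temperature / Detection: ADP-Glo luminescence / Benchmarks: DMSO neutral wells and GW8510 at 20 µM as positive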
HSF1 activator = increases HSF-1 driven luciferase reporter signal | NIH3T3-HGL HSF-1 luciferase reporter, MG132, 8 h; 100% = twice DMSO control signal | activation, % at 9 µM | 1.7% of 300,000 active;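 active means mean replicate activation of at least 50% with a set share of replicates each reaching 50%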;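 further: 0% = median of the neutral control wells and 100% = twice that signal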
HSP90 inh = HSP90 refolding inhibition in rabbit reticulocyte lysate | luciferase refolding luminescence, 3 h | inhibition, % at 5.6 µM | 0.91% of 290,000 active;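 active means inhibition above the screen-wide mean plus 3 SD, computed separately per campaign, cut at about 16% in these data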;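 further: 0% = DMSO wells and 100% = 60 µM geldanamycin wells; inhibitors lower the luminescence because luciferase stays unfolded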
* hit, by the source's call; nt = not tested or not shown.

SMILES	HIF act	aSyn 5UTR inh	AI-2 QS mod	HSF1 inhib	IEC-6 tox	GSK3 alpha inh	KLF5 inh	GSK3beta inhib	HSF1 activator	HSP90 inh
CC1CN(S(=O)(=O)c2ccc(C(=O)NCCCn3ccnc3)cc2)CC(C)O1 (stereo not drawn)	0.2	104.6*	22.4	-8.4	-4.5	-3.0	-23.4	-2.2	-5.9	-0.3
CCCCN(C)C(=O)c1nc2ccccn2c1CNCCCn1nnc2ccccc21	-0.2	-4.8	17.9	-6.2	7.4	-3.2	4.7	1.9	1.0	3.8
O=C(NCc1ccccn1)Nc1cccc(NC(=O)NCc2ccccn2)c1	0.6	-40.0	17.2	3.4	1.8	1.0	-22.7	2.2	5.9	4.8
CC1=CC2=NC(=O)/C(=C/c3cccn3Cc3ccccc3)C(=N)N2O1	0.1	-3.0	-1.0	-1.0	7.2	0.5	-10.2	-4.0	33.2	2.8
CC1(O)CC(c2ccc(Cl)cc2)=NN1C(=O)c1ccc(Cl)cc1 (stereo not drawn)	-0.1	1.8	38.7	3.7	5.2	2.2	-9.6	0.1	18.2	2.6
Nc1nccc(-c2cc(-c3ccc(Cl)cc3Cl)no2)n1	1.2	-5.1	12.7	27.5	-6.1	2.9	-154.4	0.8	44.0	-0.4
CCN(CC)C(=O)CSc1nnc([C@@H](N)Cc2ccccc2)o1	-0.4	-13.2	38.3	-4.7	nt	0.1	nt	1.9	24.3	nt
Brc1ccc(OCCOc2cccc3cccnc23)cc1	0.2	-45.7	17.0	29.6	-2.9	1.1	-3.9	1.4	67.2*	-1.8
CCCc1nc2ccccc2c(=O)n1NC(=O)c1c(O)c2cccc3c2n(c1=O)CCC3	-0.2	15.3	29.5	-5.0	0.9	-0.4	-17.4	0.9	-8.9	-1.8
COc1ccc(CC(=O)NCC(=O)N/N=C(/C)c2ccco2)cc1	-0.2	20.6	6.8	-7.5	1.5	-1.8	-10.4	0.3	-7.8	0.8
COc1ccc(-c2noc(CCC(=O)NCCCN3CCC(Cc4ccccc4)CC3)n2)cc1	3.6	-48.7	-11.4	-1.3	-1.2	3.5	-16.6	2.1	-8.2	-1.4
CCc1ccc(NC(=O)c2cnccn2)cc1	-0.3	-137.7	-3.2	14.3	8.3	-1.5	-77.4	-1.3	10.7	14.6
CCCN1C2CCCC1CC(NC(=O)NC1CCCCC1)C2 (stereo not drawn)	-0.2	-31.3	10.5	-1.7	-1.0	-3.2	-29.6	-0.3	-17.1	-2.9
CC(C)(C)NC(=O)NC(=O)COC(=O)c1cccc(NS(=O)(=O)c2ccc(F)c(F)c2)c1	-0.2	-7.6	10.6	2.4	11.1	-3.0	-6.6	0.4	9.3	1.1
O=C(CS(=O)(=O)c1cccc(Cl)c1)Nc1ccccc1Cl	0.5	25.0	15.9	-4.5	-3.0	-2.9	4.6	-0.7	-10.6	0.4
CCOc1ccccc1NC(=O)CN1CCC(NC(=O)c2ccccc2)CC1	-0.1	-0.5	7.4	-9.3	-0.2	-0.4	-20.4	-1.1	3.3	-5.9
Cc1ccc(N2CN=c3s/c(=C\c4cccnc4)c(=O)n3C2)cc1	2.7	-53.7	6.9	-24.2	-7.7	0.4	-12.2	2.1	-26.3	-1.1
Nc1cc(=O)[nH]c(SCc2nc3ccccc3n2Cc2ccccc2)n1	-0.5	-42.8	14.1	1.1	-3.2	-3.1	-17.5	-4.7	-8.3	0.3
Cc1cc(C(=O)NP(=O)(N2CCOCC2)N2CCOCC2)c(C)n1-c1ccc(N(C)C)cc1	-0.1	0.1	33.8	-0.9	-15.4	-0.2	-18.3	2.8	-9.5	-4.7
O=C(O)c1ccc(-c2noc(-c3ccccc3C(F)(F)F)n2)cc1	1.1	-108.8	3.9	9.0	nt	-6.1	nt	0.9	13.8	nt
Cc1noc2ncnc(N3CCN(c4cccc(Cl)c4)CC3)c12	0.2	-6.7	42.6	-4.9	-2.9	-0.3	-11.3	3.9	2.8	-0.6
CCC1(c2ccc(F)cc2)NC(=O)N(CC(=O)N2CCN(S(=O)(=O)c3ccc(C)cc3)CC2)C1=O (stereo not drawn)	-0.2	27.8	16.0	-2.0	nt	-0.1	nt	-3.1	-3.9	nt
CC(=O)NC12CC3CC(C1)CC(C(=O)Nc1nc4ccc(S(C)(=O)=O)cc4s1)(C3)C2	0.2	-8.5	10.1	2.0	-1.0	1.9	-22.1	-0.1	4.8	0.3
C=CCn1c(SCc2ccc3nonc3c2)nnc1-c1cccs1	-0.2	28.9	29.0	13.1	0.6	-0.1	-0.8	-1.2	28.3	-1.8
COCCn1c(N)c(C(=O)OCc2ccccc2)c2nc3ccccc3nc21	-0.7	28.9	23.0	-8.4	2.9	nt	-10.3	1.2	-1.3	1.7
O=C(Nc1nnc(-c2cccs2)o1)c1cccc(F)c1	0.5	-15.1	-85.0*	-11.0	1.6	-1.2	-24.0	-2.5	-26.3	2.0
Cc1ccccc1NC(=O)c1ccccc1NC(=O)c1ccccc1F	-1.0	1.9	12.2	3.4	3.9	-4.2	-7.0	-3.4	-9.9	-3.2
Cc1cc(-c2sccc2Br)nc(-n2cccc2)n1	0.8	-86.8	0.5	33.4	14.7	nt	-10.6	-1.8	71.6*	0.4
COc1ccc(S(=O)(=O)N2CCN(S(=O)(=O)c3ccc4c(c3)OCCO4)CC2)cc1	-0.4	-23.6	9.3	-0.1	-3.9	-1.4	-34.2	1.1	0.8	-1.1
O=C(Nc1ccc2nc(C3CC3)n(Cc3ccccc3)c(=O)c2c1)C1CC1	1.8	-251.3	5.0	16.0	2.4	1.1	-44.2	2.6	23.6	0.2
O=C(NCCNC(=O)c1ccc(Cl)cc1Cl)c1ccccn1	-0.2	4.7	26.0	-1.7	4.0	-0.4	6.5	2.1	3.7	-1.9
O=C1OCCC1Sc1nnnn1-c1ccc(Cl)cc1 (stereo not drawn)	-2.0	2.7	-2.2	-11.7	-2.2	-3.0	-24.6	-2.3	-3.4	1.0
COc1ccc(S(=O)(=O)N2CCN(c3ncccn3)CC2)cc1OC	-24.0	-6.1	11.3	-4.0	-5.0	0.4	-26.7	4.7	0.8	-0.7
CCc1ccc(-c2cc(C)no2)cc1S(=O)(=O)N1CCN(c2ccccc2F)CC1	-0.3	3.8	38.0	8.4	2.1	-5.5	-21.6	4.7	-5.7	-1.7
Cc1cc2cc(C(c3nnnn3CC3CCCO3)N3CCCc4ccccc43)c(=O)[nH]c2cc1C (stereo not drawn)	-0.1	9.3	9.2	-10.6	-2.0	nt	-7.5	-0.3	-12.2	3.0
O=C(NNC1=Nc2cccc3cccc1c23)c1ccc(Br)cc1	-0.2	56.4	8.7	-9.0	0.0	-3.7	16.6	-3.0	-13.4	3.5
COCCCN(C(=O)Cc1ccc(Cl)c(Cl)c1)c1c(N)n(Cc2ccccc2)c(=O)[nH]c1=O	0.4	-3.6	0.9	0.7	-2.5	-0.8	-2.5	-1.7	2.3	1.9
Cc1ccc(S(=O)(=O)NC(=NCC(=O)O)c2ccc(F)cc2)cc1	-0.4	9.7	12.5	-3.8	-3.1	3.4	-20.8	0.0	-5.5	1.6
CSc1nc2nc3c(cc2c(=O)n1-c1ccccc1C)CCCC3	0.8	-15.0	1.1	0.0	1.2	-2.4	16.8	-0.2	-1.7	1.1
COC(=O)c1ccccc1C(=O)N1CCOCCN(C(=O)c2ccccc2C(=O)OC)CCOCC1	-0.4	14.1	13.2	3.3	3.4	-0.4	-12.7	-0.4	16.2	5.6
CC1CCCN(CC(O)COc2ccc(-c3ccccc3)cc2)C1 (stereo not drawn)	0.0	1.9	7.0	-2.9	2.6	-1.9	0.1	0.2	-8.8	2.7
O=C(CCCSc1nc2ccccc2[nH]1)Nc1nnc(-c2ccccc2)o1	0.1	10.5	31.2	-5.0	1.8	-1.4	0.9	-4.3	0.3	7.7
COc1ccc(CNCc2ccc(C)cc2)c(OC)c1	-0.1	3.1	8.2	3.3	-1.0	-0.6	-34.0	2.5	11.2	1.9
CCOc1ccc(NC(=O)C2C3C=CC4(O3)C2C(=O)N(Cc2cccnc2)C4C(=O)NC2CCCCC2)cc1 (stereo not drawn)	-0.4	4.8	22.2	-6.8	-2.4	0.5	-15.3	1.3	-5.1	-5.2
NC(=O)NC(=O)COC(=O)c1ccc(Cl)c(S(=O)(=O)N(Cc2ccccc2)c2ccc(Cl)cc2)c1	-0.3	-3.9	52.4	4.0	4.3	-2.5	-24.9	1.1	5.9	4.0

Part of the list above with just aSyn 5UTR inh and HSF1 inhib:
mol,aSyn 5UTR inh,HSF1 inhib
CCOc1ccc(NC(=O)C2C3C=CC4(O3)C2C(=O)N(Cc2cccnc2)C4C(=O)NC2CCCCC2)cc1 (stereo not drawn),4.8,-6.8
COc1ccc(S(=O)(=O)N2CCN(c3ncccn3)CC2)cc1OC,-6.1,-4.0

Other entries:
SMILES	HIF act	aSyn 5UTR inh	AI-2 QS mod	HSF1 inhib	IEC-6 tox	GSK3 alpha inh	KLF5 inh	GSK3beta inhib	HSF1 activator	HSP90 inh
Cn1cccc1C(=O)NC(=O)COC(=O)CC12CC3CC(CC(C3)C1)C2	0.0	4.6	18.4	-2.7	-4.5	-3.0	-31.7	-1.5	0.2	1.8
COc1ccc2[nH]c(=O)c(CN(C)C(=O)COc3ccccc3)cc2c1	0.0	12.0	12.4	-1.5	0.4	-0.3	40.0	-0.4	0.5	1.1
S=C(NCc1ccc(Cl)cc1)NC1CCN(Cc2ccccc2)CC1	-0.2	15.1	4.9	2.0	-0.1	-0.4	-19.4	-2.7	6.6	4.8
COC(=O)c1cn(NC(=O)c2cccc(OC)c2)c(=O)c2ccccc12	0.3	26.2	20.8	0.2	7.7	-0.3	5.7	1.2	4.0	2.5
O=C(CSCc1c(Cl)cccc1Cl)Nc1ccccc1C(=O)N1CCOCC1	0.1	-15.6	19.4	-0.3	-4.2	-0.6	-43.3	0.7	5.2	1.8
Cc1n[nH]c(C)c1S(=O)(=O)NCCc1ccc(Cl)cc1	0.2	-11.7	2.7	5.2	-4.3	4.0	15.1	2.3	15.7	-1.2
CN(C(=O)COc1ccc2c(-c3ccccc3)cc(=O)oc2c1)C1CCS(=O)(=O)C1 (stereo not drawn)	-0.4	22.8	6.1	-0.2	2.2	7.4	-2.1	-0.5	13.1	-3.9
CC(C)(C)/C(COc1ccccc1[N+](=O)[O-])=N/O	-0.5	-10.5	24.6	-4.8	-1.6	-1.0	-14.2	7.0	0.7	-3.1
Cc1ccc(N(CC(=O)NC2CCCCC2C)S(=O)(=O)c2c(C)nn(C)c2C)cc1 (stereo not drawn)	-0.3	-1.8	11.2	-5.3	-11.0	-4.5	-6.8	-1.2	3.7	-6.4
Cc1occc1C(=O)N1N=C(C2CC2)CC1(O)C(F)(F)F (stereo not drawn)	0.2	1.2	13.0	-5.0	4.2	-1.0	-35.0	3.7	0.1	0.6
CC(C)CCNC(=O)CC1C(=O)N(Cc2ccccc2)C(C)c2nc3ccccc3n21 (stereo not drawn)	-0.7	2.0	20.5	0.1	12.0	-2.3	-11.3	0.2	6.6	3.5
COc1ccc(S(=O)(=O)N2CCCC(C(=O)N3CCCCCC3)C2)cc1 (stereo not drawn)	-0.4	5.2	26.1	-2.7	-7.5	-1.5	-20.3	-1.6	0.4	-1.3

High-throughput results from PubChem BioAssay.
